Platelet DG rel: modulates dense granule release in human platelets; 300,000 compounds, 0.22% hits; human platelet-rich plasma, SFLLRN dense granule ATP release, luminescence; inhibition, %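 (compounds screened at 7.5 µM in platelet-rich plasma)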; AID 1663;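 active = mean replicate score, as percent of positive control, at or above 50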
HSP90 refold inh: blocks HSP90-mediated luciferase refolding in reticulocyte lysate; Rabbit reticulocyte lysate, luciferase refolding luminescence, 3 h; inhibition, % at 5.6 µM; 290,000 compounds, 0.91% hits;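 active = inhibition above the screen-wide mean plus 3 SD, computed separately per campaign, cut at about 16% in these data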;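 also: 0% = DMSO wells and 100% = 60 µM geldanamycin wells; inhibitors lower the luminescence because luciferase stays unfolded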
HSF1 inhib: HSF1 inhibition | NIH3T3-HGL HSE-luciferase, MG132-induced, luminescence 8 h; active compounds read low | activity change, negative = inhibition, % at 7.5 µM (by protocol) | 300,000 compounds, 0.77% hits | AID 2098;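 active = more than half of replicate wells show activity change below -50%, luminescence cut by over half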;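 also: luciferase reports HSF-1 transcriptional activity via heat shock element; 0% = median of DMSO wells and -100% = zero luminescence signal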
HSF-1 act: increases HSF-1 driven luciferase reporter signal; NIH3T3-HGL HSF-1 luciferase reporter, MG132, 8 h; 100% = twice DMSO control signal; activation, % at 9 µM; 300,000 compounds, 1.7% hits; AID 504408;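 active = mean replicate activation of at least 50% with a set share of replicates each reaching 50%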;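 also: 0% = median of the neutral control wells and 100% = twice that signal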
Dyrk1A ADPGlo: inhibitors of rat Dyrk1A kinase. 310,000 compounds, 0.43% hits. Q63470. AID 504441. ADP-Glo luminescence, NFATc1 peptide. inhibition, % at 12.5 µM; in the data active = inhibition above about 50%;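 also: plate controls were vehicle with enzyme for no effect and no enzyme for full effect; many of its hits are not listed in these tables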
GSK3A inh: human GSK-3 alpha kinase inhibition | ADP-Glo luminescence, 60 min | P49840 | inhibition, % at 10 µM | 320,000 compounds, 0.1% hits;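 in the data active = inhibition above about 50%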;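 also: GST-tagged GSK-3 alpha with peptide substrate and 25 µM ATP; 0% = DMSO neutral wells and 100% = GW8510 positive control wells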
Target sequence (P49840 whole entry, looked up): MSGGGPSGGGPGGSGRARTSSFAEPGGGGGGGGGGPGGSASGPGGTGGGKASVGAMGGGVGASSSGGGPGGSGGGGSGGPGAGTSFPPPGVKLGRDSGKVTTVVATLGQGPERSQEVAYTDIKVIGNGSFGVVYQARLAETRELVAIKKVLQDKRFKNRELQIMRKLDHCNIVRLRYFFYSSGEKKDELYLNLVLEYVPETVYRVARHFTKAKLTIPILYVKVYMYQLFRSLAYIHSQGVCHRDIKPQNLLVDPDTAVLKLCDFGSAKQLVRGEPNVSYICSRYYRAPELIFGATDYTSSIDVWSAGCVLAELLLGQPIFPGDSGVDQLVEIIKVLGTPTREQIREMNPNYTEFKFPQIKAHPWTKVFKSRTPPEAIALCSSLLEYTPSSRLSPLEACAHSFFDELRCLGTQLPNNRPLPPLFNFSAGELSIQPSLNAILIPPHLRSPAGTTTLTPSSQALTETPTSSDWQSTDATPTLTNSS
AI-2 QS mod: Vibrio harveyi AI-2 quorum sensing modulation; activity change, % at 7.5 µM; 300,000 compounds, 0.4% hits; Vibrio harveyi JMH597 AI-2 luminescence/OD600 ratio, 9 h; active compounds read low; strain lacks LuxN and CqsS sensors; 0 = neutral-control median; in the data active = activity change below about -75%, passing the limit was not always enough;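 also: luminescence divided by OD600 gain over 9 h not by final OD600 alone; inactives centre near 13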
GSK3beta inhib: inhibitors of human GSK3beta kinase | 300,000 compounds, 0.038% hits | GST-GSK3beta kinase, ADP-Glo luminescence, 60 min; active compounds read low | activity score (negative = inhibition), % at 10 µM | AID 2097 | P49841;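 active = more than half of replicate wells score below -50%, meaning over 50% inhibition versus plate controls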;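 also: 0% = median DMSO wells and -100% = median GW8510 positive control wells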
Target sequence (P49841 whole entry, looked up): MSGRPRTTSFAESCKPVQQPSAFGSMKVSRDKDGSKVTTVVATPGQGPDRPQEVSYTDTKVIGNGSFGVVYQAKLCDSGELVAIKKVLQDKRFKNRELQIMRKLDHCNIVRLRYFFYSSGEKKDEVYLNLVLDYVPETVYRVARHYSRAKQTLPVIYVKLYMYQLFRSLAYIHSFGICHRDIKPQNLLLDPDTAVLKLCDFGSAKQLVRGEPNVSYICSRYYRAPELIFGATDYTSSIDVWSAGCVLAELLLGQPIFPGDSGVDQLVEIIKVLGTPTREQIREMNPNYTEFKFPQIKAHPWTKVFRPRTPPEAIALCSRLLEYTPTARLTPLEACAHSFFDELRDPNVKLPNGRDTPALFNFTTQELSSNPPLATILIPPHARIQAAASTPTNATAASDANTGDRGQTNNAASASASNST
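Test system: GST-tagged human GSK3beta kinase, cell-free; evaluation: activity score scaled between in-plate DMSO and GW8510 controls; measured by: ADP-Glo luminescence; incubation: 60 min reaction, RT; benchmarks: DMSO and 20 µM GW8510; reagent: peptide substrate plus 25 µM ATP (final); medium: Tris/MgCl2 kinase buffer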
HDAC3 inh: inhibitors of human histone deacetylase 3. recombinant HDAC3, fluorogenic peptide/trypsin coupled, fluorescence. 320,000 compounds, 0.15% hits. inhibition, % at 8.3 µM; in the data active = inhibition above about 26%, passing the limit was not always enough
PolyA inhibitor: yeast polyadenylation inhibition; S. cerevisiae SKY197-pL101 polyadenylation reporter, beta-gal luminescence; efflux-impaired pdr1/pdr3 knockout yeast; score 100 = 6 SD above DMSO; calls only at 12 µM; 300,000 compounds, 0.02% hits; AID 1875;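 active = lowest replicate activity score at least 50, where 100 means six control SD above control mean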;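 also: yeast exposed to compound for 9 h at 30 °C; higher score means more reporter readthrough which indicates perturbed polyadenylation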
Numbers without * were called inactive; i = inactive; · = not tested or not shown.

SMILES | Platelet DG rel | HSP90 refold inh | HSF1 inhib | HSF-1 act | Dyrk1A ADPGlo | GSK3A inh | AI-2 QS mod | GSK3beta inhib | HDAC3 inh | PolyA inhibitor
CC(Cc1n[nH]c(=S)n1N)c1ccccc1 (stereo not drawn) | 5 | 9 | -7 | 3 | -4 | -3 | -3 | 1 | -4 | i
COc1ccc(CCNC(=O)CN(C)S(=O)(=O)c2ccc(OC)cc2)cc1 | 2 | -4 | -1 | -2 | 3 | -2 | 3 | 1 | -8 | i
Cc1cc(C)c(C#N)c(SCC(=O)Nc2nnc(-c3ccccc3)s2)n1 | -3 | 1 | -5 | -16 | 7 | -1 | 6 | -3 | 0 | i
O=C(COc1ccccc1)Nc1nc(-c2ccc(S(=O)(=O)N3CCOCC3)cc2)cs1 | -6 | 7 | -3 | -3 | 11 | -2 | 11 | -2 | 2 | i
CC1(C)CC2(CCCN(CC(O)(c3ccccc3)c3ccccc3)C2)CCO1 (stereo not drawn) | 1 | -1 | 0 | -9 | -2 | 4 | 16 | 3 | 3 | i
Cc1ccc(CN2CCN(Cc3ccc(OCCO)cc3)CC2CCO)o1 (stereo not drawn) | -3 | -1 | -6 | -11 | -5 | 2 | 32 | 2 | -6 | i
COc1ccccc1CNC(=O)/C=C/c1cc2c(cc1Br)OCO2 | 3 | 0 | 7 | 13 | 0 | 1 | 24 | 0 | -3 | i
CN1CCN(c2nc3cc(C(F)(F)F)ccc3n3cccc23)CC1 | -1 | · | -3 | -10 | 20 | 0 | -5 | 0 | 7 | i
COc1ccccc1CNC(=O)CCS(=O)(=O)c1cccc2nonc12 | 3 | 2 | 4 | 5 | 3 | 7 | -1 | 1 | 6 | i
CCOC(=O)N1CCC(C(N)=O)CC1 | 0 | 7 | -31 | -47 | 7 | -3 | 16 | 2 | -6 | i
C/C(=N\NC(=O)CCCC(=O)O)c1c(-c2ccccc2)c2cc(Cl)ccc2[nH]c1=O | 17 | 5 | -2 | -10 | -10 | 0 | 5 | 1 | -4 | i
CC(C)(C)NC(=O)C1CCN(S(=O)(=O)c2ccc(Br)cc2)CC1 | 1 | 4 | -5 | -11 | -4 | -5 | 5 | 1 | 4 | i
COc1cc(C(=O)N2CCCc3ccccc32)cc(OC)c1OC | 2 | -1 | -10 | -6 | 3 | -1 | 1 | -2 | 4 | i
CC1CC(C)CN(CCCNC(=O)c2ccc(N3CCCC3=O)cc2)C1 (stereo not drawn) | 0 | -1 | 2 | -3 | -3 | · | 8 | 2 | -19 | i
CCCN1C(=O)c2cc(C(=O)NC3CCCC3)ccc2C1O (stereo not drawn) | -5 | -2 | 0 | 9 | -2 | -3 | 13 | -4 | -2 | i
COc1cccc(NC(=O)COc2nc3ccccc3nc2C)c1 | 5 | -1 | -2 | 0 | 1 | 0 | 35 | 0 | -3 | i
CCSC1(SCC)N=C(N)C2(C#N)C(c3ccccc3)NC3=C(CCC3)C12C#N (stereo not drawn) | 7 | 0 | 21 | 29 | 3 | 2 | 18 | 2 | -1 | i
CN(CCOc1ccccc1Cl)Cc1ccccc1 | 1 | -5 | 0 | 18 | 8 | -3 | 12 | 1 | -2 | i
CCCS(=O)(=O)N1CCC(C(=O)c2cccc(C(F)(F)F)c2)CC1 | 8 | -6 | -1 | -1 | -1 | -3 | 14 | -3 | -3 | i
CC(C)N1CCc2c(sc(NC(=O)CN3C(=O)c4ccccc4C3=O)c2C(N)=O)C1 | 1 | 0 | 0 | -10 | · | -4 | 1 | 6 | -5 | ·
COc1cc(/C=C(/C#N)c2nc3ccccc3c(=O)[nH]2)ccc1O | 6 | 3 | 3 | 12 | 1 | -1 | 16 | 0 | 1 | i
Cc1cccc(Cn2ccc(NC(=O)c3ccc4c(c3)OCO4)n2)c1 | 0 | 1 | 0 | 5 | -5 | -2 | -9 | -1 | 6 | i
O=C(Nc1ccc(Cl)cc1)c1cccc(OC(=S)N2CCOCC2)c1 | 4 | -8 | -5 | 27 | 1 | 1 | 0 | -2 | -2 | i
COc1cccc2c1OCC(CN1CCN(Cc3ccccc3)C(CCO)C1)=C2 (stereo not drawn) | -20 | 2 | -4 | 7 | -7 | 2 | 16 | 2 | · | i
C1CCCN(c2nc3nonc3nc2N2CCCCCC2)CC1 | 1 | -1 | 6 | 22 | 0 | -1 | 22 | 1 | 8 | i

Quoted at random: 5 compounds from above.
SMILES | Platelet DG rel | HSP90 refold inh | HSF1 inhib | HSF-1 act | Dyrk1A ADPGlo | GSK3A inh | AI-2 QS mod | GSK3beta inhib | HDAC3 inh | PolyA inhibitor
COc1cc(/C=C(/C#N)c2nc3ccccc3c(=O)[nH]2)ccc1O | 6 | 3 | 3 | 12 | 1 | -1 | 16 | 0 | 1 | i
CC(C)(C)NC(=O)C1CCN(S(=O)(=O)c2ccc(Br)cc2)CC1 | 1 | 4 | -5 | -11 | -4 | -5 | 5 | 1 | 4 | i
CCSC1(SCC)N=C(N)C2(C#N)C(c3ccccc3)NC3=C(CCC3)C12C#N (stereo not drawn) | 7 | 0 | 21 | 29 | 3 | 2 | 18 | 2 | -1 | i
Cc1cc(C)c(C#N)c(SCC(=O)Nc2nnc(-c3ccccc3)s2)n1 | -3 | 1 | -5 | -16 | 7 | -1 | 6 | -3 | 0 | i
CN(CCOc1ccccc1Cl)Cc1ccccc1 | 1 | -5 | 0 | 18 | 8 | -3 | 12 | 1 | -2 | i

Not a retest: two of the compounds above.
SMILES | Platelet DG rel | HSP90 refold inh | HSF1 inhib | HSF-1 act | Dyrk1A ADPGlo | GSK3A inh | AI-2 QS mod | GSK3beta inhib | HDAC3 inh | PolyA inhibitor
CC(C)(C)NC(=O)C1CCN(S(=O)(=O)c2ccc(Br)cc2)CC1 | 1 | 4 | -5 | -11 | -4 | -5 | 5 | 1 | 4 | i
COc1cc(C(=O)N2CCCc3ccccc32)cc(OC)c1OC | 2 | -1 | -10 | -6 | 3 | -1 | 1 | -2 | 4 | i

Some entries already given, showing only HSF-1 act and HSP90 refold inh.
smiles	HSF-1 act	HSP90 refold inh
C1CCCN(c2nc3nonc3nc2N2CCCCCC2)CC1	22	-1
COc1cccc2c1OCC(CN1CCN(Cc3ccccc3)C(CCO)C1)=C2 (stereo not drawn)	7	2

(continued)
SMILES | Platelet DG rel | HSP90 refold inh | HSF1 inhib | HSF-1 act | Dyrk1A ADPGlo | GSK3A inh | AI-2 QS mod | GSK3beta inhib | HDAC3 inh | PolyA inhibitor
O=C(CS(=O)(=O)Cc1ccccc1)Nc1nnc(C(F)(F)F)s1 | -7 | -2 | -7 | -6 | -2 | -7 | 11 | -6 | -3 | i
Cc1[nH]c2ccccc2c1/C=N/NS(=O)(=O)c1ccccc1 | 0 | 6 | 5 | 28 | 5 | -2 | 9 | 1 | 6 | i
CCn1cc([C@@H]2C[C@H]3CN(Cc4cccc(Cl)c4)C(=O)[C@]34CCCN24)c(C)n1 | -1 | 2 | 5 | 3 | -3 | 0 | 14 | 3 | 1 | i
O=C(CSc1nc2ccccc2[nH]1)NCCN1CCCCC1 | -4 | 1 | -1 | 13 | 2 | -2 | 9 | 1 | 2 | i
COc1cc(OC)cc(C(=O)NC(=S)Nc2ccc3[nH]c(=O)[nH]c3c2)c1 | 6 | -2 | -2 | 22 | 0 | -1 | 12 | 0 | 3 | i
C=CCOc1c(Cl)cc(C(=S)N2CCCC2)cc1OCC | -11 | 0 | -8 | -1 | -2 | -2 | 7 | -4 | -4 | i
CCN(CC)c1ccc2cc(C(C)=O)c(=O)oc2c1 | -6 | 0 | 3 | 20 | -2 | -1 | 19 | 0 | 13 | i
CCCn1nc(C(=O)NCc2ccc3c(c2)OCO3)c2ccccc2c1=O | -1 | 3 | -3 | -17 | -2 | -4 | 24 | -5 | 7 | i
C=C(C)CN(CC)C(=O)CN1C(=O)NC(C)(c2ccc3ccccc3c2)C1=O (stereo not drawn) | -2 | -2 | -2 | 4 | 0 | -4 | 15 | 1 | -2 | i
C=CCNc1nc(NCc2ccco2)nc(OCC)n1 | -9 | -1 | -2 | 5 | 3 | -2 | 23 | -1 | -6 | i
Cc1ccccc1COC(=O)CN1C(=O)NC2(CCCC2)C1=O | -2 | · | -4 | -16 | 13 | -1 | 75 | 3 | -2 | i
CCCNC(=O)CN(C)C(=O)c1n[nH]c2ccccc12 | -1 | -2 | -10 | -5 | 0 | -4 | -5 | -4 | -10 | i
O=C(NC(=S)Nc1cc([N+](=O)[O-])ccc1O)c1cccnc1 | -12 | -2 | 9 | 18 | 1 | 1 | 40 | -3 | -1 | i
Cc1nn(CC(=O)N2CCN(c3ccccc3)CC2)c(=O)c2ccccc12 | -6 | -1 | -3 | 4 | 6 | 0 | 40 | -1 | 14 | i
CN1CCN(C(=S)c2cn(Cc3ccc(Br)cc3)c3ccccc23)CC1 | 19 | 3 | · | · | 5 | 0 | -13 | -1 | -4 | i
O=C(CCCc1cccs1)Nc1nc(-c2ccc(F)cc2)cs1 | 0 | 1 | 10 | 14 | -1 | 1 | 8 | 0 | -1 | i
CCC(C)(C)NC(=O)C(c1ccccc1)N(Cc1cccnc1)C(=O)c1csnn1 (stereo not drawn) | 2 | 4 | -1 | 4 | -1 | -2 | 24 | 1 | 0 | i
O=C1CC(=Nc2ccccc2)NN1c1ccccc1 | 2 | -2 | 1 | -5 | -5 | 0 | 32 | 0 | 8 | i
CC(C)Cn1c(=O)c(C(=O)NCc2ccc3c(c2)OCO3)c(O)c2ccccc21 | -9 | 7 | 11 | 38 | -4 | 1 | 23 | -1 | -14 | i
NC(=O)C1=C[C@H](c2ccc(C(F)(F)F)cc2)C[C@H](OCc2ccc(CO)cc2)O1 | -6 | -1 | 8 | 4 | -6 | -1 | 11 | -3 | 2 | i
CCCCS(=O)CC(O)COCC (stereo not drawn) | -1 | -4 | -5 | 0 | -5 | -1 | 2 | 1 | -1 | i
O=C(CCC(=O)N/N=C/c1ccccc1O)NCc1ccccc1 | -1 | -1 | -3 | 6 | 9 | -2 | 19 | 2 | -5 | i
CC(=O)c1cccc(S(=O)(=O)N2CCC(c3nc4ccccc4[nH]3)CC2)c1 | -4 | 3 | 8 | 4 | 2 | 0 | -13 | 1 | 0 | i
O=c1cc(NS(=O)(=O)c2ccccc2)nc(SCc2ccc(Cl)cc2)[nH]1 | · | -2 | · | · | 3 | 2 | · | · | 6 | ·
O=C(CN(Cc1ccccc1)C(=O)CCC(=O)Nc1ccccn1)NCCc1ccccc1 | 3 | 1 | -1 | 4 | -2 | -2 | 11 | 4 | 6 | i
O=C(Cn1nnc(-c2ccccc2Cl)n1)N/N=C/c1ccc(-c2cccc(Cl)c2)o1 | -1 | 4 | 3 | 18 | 5 | · | 14 | 7 | · | i

These rows are one share of the data. The share of hits here may be higher or lower than overall.
